Screening data (PubChem BioAssay)
STEP inh: STEP phosphatase inhibitors, primary screen, biochemical, fluorescence intensity, uHTS; Tyrosine-protein phosphatase non-receptor type 5 (Homo sapiens), P54829; recombinant STEP, OMFP fluorogenic substrate; inhibition, % at 20 µM; 360,000 compounds, 0.25% hits; AID 588621, 2011;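 active = inhibition at 20 µM, scaled per plate between control wells, above about 37%, limit read from the data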;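 also: 0% = DMSO with enzyme and substrate and 100% = substrate only without enzyme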
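Measure: Control-normalized % inhibition with plate pattern correction | Test system: STEP phosphatase, cell-free reaction | Medium: pH 6.0 Bis-Tris with DTT and Tween 20 | Technique: Fluorescence, 480/540 nm | Times: Reaction 20 min, ambient temperature | Doses: Single compound dose of 20 µM, 1% DMSO final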
SUMO1 PPI mod: modulators of SUMO1 protein-protein interactions, primary screen, biochemical, uHTS. SUMO1 binding to a labelled peptide, TR-FRET, 1 h. inhibition, % at 20 µM. 360,000 compounds, 0.33% hits. Small ubiquitin-related modifier 1 (Homo sapiens), P63165; in the data active = inhibition above about 37%
Target sequence (P63165 whole entry, looked up): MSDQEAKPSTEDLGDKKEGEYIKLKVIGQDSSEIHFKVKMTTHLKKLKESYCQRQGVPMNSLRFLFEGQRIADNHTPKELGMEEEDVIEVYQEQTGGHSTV
E coli Lon inh: inhibitors of E. coli Lon protease, primary screen, biochemical, fluorescence polarization | 360,000 compounds, 0.42% hits | purified E. coli Lon protease | P0A9M0 | inhibition, % at 7.94 µM | AID 602123, 2011; in the data active = inhibition above about 13%, passing the limit was not always enough;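 also: 0% = enzyme with probe and DMSO and 100% = no enzyme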
DNMT1 block: human DNMT1 methyltransferase inhibitors, primary screen, biochemical, molecular beacon, fluorescence, HinP1I cleavage, uHTS. DNA (cytosine-5)-methyltransferase 1 (Homo sapiens), P26358. inhibition (reported as % activation of signal), % at 10 µM. 360,000 compounds, 0.83% hits. AID 588458, 2011; in the data active = inhibition above about 50%
Tb MetRS inh: T. brucei MetRS inhibitors, primary screen, biochemical, luminescence; AID 624268, 2012; methionyl-tRNA synthetase (Trypanosoma brucei brucei); purified T. brucei MetRS, ATP depletion, Kinase-Glo luminescence; inhibition, % at 11.9 µM; 360,000 compounds, 0.4% hits;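 active = inhibition above a per-plate cutoff of the control wells' mean inhibition plus 3 SD, cut at about 5.5% in these data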;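 also: 0% = DMSO wells median and 100% = median of wells with control inhibitor compound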
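Test system – parasite MetRS enzyme · Reagent – substrates ATP, L-methionine and bulk Escherichia coli tRNA · Doses – 11.9 µM compound single dose, 0.9% DMSO · Times – 15 min enzyme-compound preincubation, 2 h reaction, 10 min detection, 25 °C · Signal – Kinase-Glo luminescence, ATP depletion format · Controls – DMSO-only wells as low control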
LMPTP inh: LMPTP phosphatase inhibitors, primary screen, biochemical, fluorescence intensity, uHTS | 360,000 compounds, 0.22% hits | recombinant LMPTP-A, OMFP fluorogenic substrate | inhibition, % at 20 µM;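 active = compounds that cut the enzyme signal by at least half of the control window in the single-dose screen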;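 also: plate controls were DMSO wells with enzyme plus substrate for no effect and substrate without enzyme for full effect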
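Test system – LMPTP-A enzyme · Amount – LMPTP-A at 0.625 nM final in the reaction · Buffer or medium – Bis-Tris pH 6.0, DTT, detergent · Reagent – OMFP 400 µM · Doses – single 20 µM dose · Schedule – reaction 50 min, room temperature, dark · Detection – fluorescence intensity of OMFP turnover product · Evaluation – percent inhibition versus substrate-only and uninhibited controls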
bovine MsrA act: bovine MsrA enzyme activators, primary screen, biochemical, absorbance, HTS; Methionine sulfoxide reductase A (Bos taurus); purified bovine MsrA, absorbance read-out; activation, % at 10.6 µM; 360,000 compounds, 0.3% hits; in the data active = activation above about 7.5%;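 also: 0% = vehicle and 100% = reference activator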
MsrA inhibitor: bovine MsrA enzyme inhibitors, primary screen, biochemical, absorbance, HTS | 360,000 compounds, 0.75% hits | inhibition, % at 15.5 µM | purified bovine MsrA, absorbance read-out | AID 651718, 2012; in the data active = inhibition above about 4.5%;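 also: 0% = vehicle wells with enzyme and 100% = reference inhibitor wells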
CendR NRP1 mod: modulators of CendR peptide binding to NRP-1, primary screen, biochemical, fluorescence polarization, uHTS | Neuropilin-1 (Homo sapiens), O14786 | FAM-RPARPAR peptide binding to NRP-1 | inhibition, % at 25 µM | 360,000 compounds, 0.85% hits | AID 602438, 2012;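 active = inhibition or corrected inhibition above about 18%, plus a signal ratio from 0.5 to 1.5, limit read from the data, passing the limit was not always enough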; also: strong numbers were not always called active
Target sequence (O14786 whole entry, looked up): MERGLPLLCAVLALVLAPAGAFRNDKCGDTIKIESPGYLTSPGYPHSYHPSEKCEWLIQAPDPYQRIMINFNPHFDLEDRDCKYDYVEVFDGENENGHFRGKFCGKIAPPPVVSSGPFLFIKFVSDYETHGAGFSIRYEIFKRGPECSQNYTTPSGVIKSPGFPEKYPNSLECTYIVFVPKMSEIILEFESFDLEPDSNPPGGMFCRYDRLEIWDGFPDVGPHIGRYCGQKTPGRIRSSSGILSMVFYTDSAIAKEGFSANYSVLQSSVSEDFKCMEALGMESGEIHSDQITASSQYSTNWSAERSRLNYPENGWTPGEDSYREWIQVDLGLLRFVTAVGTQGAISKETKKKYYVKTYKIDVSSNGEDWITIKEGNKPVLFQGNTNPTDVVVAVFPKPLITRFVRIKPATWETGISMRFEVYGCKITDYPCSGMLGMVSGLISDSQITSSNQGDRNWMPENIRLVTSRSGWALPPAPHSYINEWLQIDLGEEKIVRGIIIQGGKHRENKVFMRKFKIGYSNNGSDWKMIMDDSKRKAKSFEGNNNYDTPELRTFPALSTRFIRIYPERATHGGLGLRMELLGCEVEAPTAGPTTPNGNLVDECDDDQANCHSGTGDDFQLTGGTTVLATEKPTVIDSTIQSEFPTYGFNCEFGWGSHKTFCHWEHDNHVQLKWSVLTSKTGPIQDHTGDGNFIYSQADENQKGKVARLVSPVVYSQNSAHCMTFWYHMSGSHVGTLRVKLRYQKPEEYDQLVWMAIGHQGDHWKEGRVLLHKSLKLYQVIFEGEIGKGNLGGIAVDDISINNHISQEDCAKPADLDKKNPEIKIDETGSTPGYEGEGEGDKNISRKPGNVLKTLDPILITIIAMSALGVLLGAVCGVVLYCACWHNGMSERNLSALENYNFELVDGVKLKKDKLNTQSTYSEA
Scp1 inh: Scp-1 phosphatase inhibitors, primary screen, biochemical, colorimetric, uHTS; Carboxy-terminal domain RNA polymerase II polypeptide A small phosphatase 1 (Homo …; 340,000 compounds, 0.88% hits; inhibition, % at 20 µM; Recombinant Scp1, phosphopeptide, malachite green phosphate absorbance;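 active = inhibition above about 50% at 20 µM, limit read from the data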;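 also: plate controls were DMSO wells with enzyme for no effect and wells lacking enzyme for full effect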
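System: SCP-1 catalytic domain; Reagent: Phospho 17-mer peptide substrate; Doses: one concentration, 20 µM, with 1.0% DMSO; Incubation: 45 min room-temperature reaction, 5 min colour, 30 min stabiliser; Signal: Phosphate-binding colour reagent, absorbance read at 630 nm.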
* = called active by the depositor; · = no result given.

1) CCC1=C2CC[C@H]3C(=O)N(CC)C(=O)[C@H]3[C@H]2[C@@]2(Cc3ccccc3)C(=NCCOC)OC(=O)N2C1=O
2) CCN(CC)CC(=O)Nc1c(C)cc(C(C)(C)C)cc1C
3) CCOc1cc(C2C3=C(CCCC3=O)N(CC(=O)O)C3=C2C(=O)CCC3)ccc1OC
4) CC(C)=CC(=O)N1CCC(n2nccc2NC(=O)CCc2ccccc2)CC1
5) COc1ccc(-c2nnc(SCC(=O)Nc3cc(F)ccc3C)o2)cc1
6) CC[C@H](C)/C=C/C1=CC2=C(Cl)C(=O)[C@@]3(C)OC(=O)C(C(=O)[C@H](C)[C@@H](C)O)=C3C2=CO1
7) O=C(OCc1cn([C@H]2C[C@H](c3ccc(Cl)cc3)N(C(=O)c3cccs3)C[C@@H]2O)nn1)c1ccccc1
8) O=C(N/N=C/C1CC=CCC1)c1ccc(Cl)cc1O (stereo not drawn)
assay / entry,1,2,3,4,5,6,7,8
STEP inh,-1,2,0,-2,-1,-4,-1,-1
SUMO1 PPI mod,1,-5,-1,3,6,-3,5,4
E coli Lon inh,-1,-6,4,-5,-9,3,4,-1
DNMT1 block,-2,0,-4,2,0,21,3,0
Tb MetRS inh,-0.2,-0.2,-0.1,-0.1,0.5,0.8,-1.0,1.2
LMPTP inh,-0.3,-0.5,-2.4,-1.2,0.9,1.9,-1.1,0.3
bovine MsrA act,-1,2,5,-2,-3,0,-6,-3
MsrA inhibitor,0.6,0.2,1.6,0.1,-0.1,·,2.0,3.4
CendR NRP1 mod,13,9,8,14,2,-59,-2,1
Scp1 inh,7,8,-5,-3,-4,-13,·,-8

9) CCOC(=O)c1cnc2c(C)c(Cl)ccc2c1NCCCN1CCOCC1
10) Cc1c(C(=O)NCc2ccc([N+](=O)[O-])cc2)sc(=O)n1Cc1ccc2c(c1)OCO2
11) O=C1C(=O)c2ccccc2C(O)=C1CCCCl
12) O=C(Nc1cccc([N+](=O)[O-])c1)c1cccc(C(=O)Nc2cccc([N+](=O)[O-])c2)c1
13) CCCn1c(N)c(N(CCOC)C(=O)CSc2ccccc2)c(=O)[nH]c1=O
14) O=C(CSc1ncccn1)Nc1ccc(Cl)c(S(=O)(=O)N2CCOCC2)c1
15) Cn1c(-c2ccccc2)c(Sc2ccccc2)c2cc(-c3ccc4cc[nH]c4c3)ccc21
16) O=C(Cc1cccs1)Nc1ccc(NC(=O)c2ccco2)cc1
assay / entry,9,10,11,12,13,14,15,16
STEP inh,1,4,7,22,2,4,·,-4
SUMO1 PPI mod,1,-23,-21,70*,0,-1,-5,-4
E coli Lon inh,5,-13,77*,-2,6,6,0,-11
DNMT1 block,5,-2,45,86*,4,4,·,-1
Tb MetRS inh,-0.3,-0.4,0.3,-0.1,-0.2,-0.2,-0.1,-1.6
LMPTP inh,0.8,0.9,0.3,8.5,-1.9,0.1,1.7,-1.0
bovine MsrA act,-3,-2,7,2,-1,-2,-2,-8
MsrA inhibitor,-0.7,-0.5,·,0.0,1.1,1.2,1.8,0.7
CendR NRP1 mod,-7,4,21,9,-6,4,-2,4
Scp1 inh,-4,·,-7,74*,-8,-4,·,2

17) CC1(C)CC(=O)c2cc(C(=O)N3CCCC(C)(C)C3)c(=O)n(-c3ccccc3)c2C1
18) O=C(Nc1nnc(C2CC2)s1)c1ccccn1
19) CCNCCOC(c1ccccc1)c1ccccc1
20) Fc1ccc(/C=N/NC(=S)NCCc2ccccc2)cc1F
21) Nn1c(SCC(=O)NC2CCCc3ccccc32)nnc1C1CC1 (stereo not drawn)
22) CCOc1ccc(CCNC(=O)CCc2c(C)nc3ncnn3c2C)cc1OCC
23) O=C(/C=C/c1ccco1)c1cccc([N+](=O)[O-])c1
24) Cn1c(SCC(=O)NNC(=O)Cc2ccccc2)nnc1-c1ccc(Cl)cc1
assay / entry,17,18,19,20,21,22,23,24
STEP inh,-1,-3,-3,0,1,0,2,-2
SUMO1 PPI mod,1,-1,0,5,-1,-4,6,1
E coli Lon inh,-6,9,1,10,-11,-17,-1,-6
DNMT1 block,3,-2,-4,5,11,1,62*,-3
Tb MetRS inh,-1.0,-0.2,-0.1,-0.8,-0.2,-1.5,0.4,-0.6
LMPTP inh,-1.5,-1.3,-0.5,3.7,1.0,0.5,14,-1.7
bovine MsrA act,-3,-5,-1,1,-2,-1,2,-9
MsrA inhibitor,0.2,1.2,-0.3,-0.2,0.2,-0.1,2.9,0.1
CendR NRP1 mod,4,-15,0,1,-13,-8,-10,2
Scp1 inh,4,-2,0,-5,12,-3,30,-2

25) COc1ccc(NC(=O)CN2C(=O)c3cccc4cccc2c34)cc1OC
26) COc1ccccc1-c1nnc(NC(=O)c2ccc(S(=O)(=O)N3CCCC3)cc2)o1
27) N/C(CC(=O)Nc1ccc(F)cc1)=N\O
28) O=C(Nc1nnc(SCC(=O)N2CCCC2)s1)C1CC(=O)N(c2ccc(F)cc2)C1 (stereo not drawn)
29) CC(C)c1ccc(C2C(C#N)=C(N)Oc3c2oc(CO)cc3=O)cc1 (stereo not drawn)
30) O=C(NC1CCCCC1)n1c(=O)oc2ccc(Cl)cc21
31) CN1CCN(CC(=O)N2c3ccccc3C(C)(c3ccccc3)CC2(C)C)CC1 (stereo not drawn)
32) CCC(c1nnc(SCC(=O)Nc2ccc(C(C)=O)cc2)n1C1CCCCC1)N(C)C (stereo not drawn)
assay / entry,25,26,27,28,29,30,31,32
STEP inh,-2,3,1,-1,1,4,-5,-5
SUMO1 PPI mod,-5,4,0,1,-13,-1,14,0
E coli Lon inh,-10,2,-13,-11,-11,-7,-9,2
DNMT1 block,-1,4,2,-12,-2,4,8,0
Tb MetRS inh,-0.6,-0.6,-1.0,-0.2,-1.2,-0.3,-1.1,0.2
LMPTP inh,-0.6,2.3,-1.2,1.5,0.0,-2.7,-1.3,0.0
bovine MsrA act,-4,-1,-6,-2,-9,-1,-9,-4
MsrA inhibitor,1.2,1.9,-1.0,0.2,0.1,-0.4,·,-1.1
CendR NRP1 mod,-3,9,-5,-8,-4,-4,6,6
Scp1 inh,-5,-5,-7,2,12,-8,-13,-1

33) CCC1(c2ccccc2)NC(=O)N(CC(=O)NCC2COc3ccccc3O2)C1=O (stereo not drawn)
34) CCCCNc1c(-c2ccc(OC)c(SC3CCCCC3)c2)nc2ccc(Cl)cn12
35) CC(=O)Nc1nc(-c2ccc3c(c2)CCN3S(C)(=O)=O)cs1
36) O=C(CSc1cccc[n+]1[O-])c1cc2ccccc2o1
37) COc1ccc(S(=O)(=O)N2CCOCC2)cc1NC(=O)CN(C)Cc1c(F)cccc1Cl
38) CCOc1ccccc1NC(=O)N1CCC(NC(=O)c2cccc(C)c2)CC1
39) O=C(O)CN1C(=O)S/C(=C\c2ccc3c(c2)OCO3)C1=O
40) COc1ccc(CC(=O)OCC(=O)Nc2ccc(N3CCOCC3)cc2)cc1
assay / entry,33,34,35,36,37,38,39,40
STEP inh,-1,1,0,0,3,7,0,0
SUMO1 PPI mod,8,-2,5,-16,6,1,-24,4
E coli Lon inh,-8,6,-10,1,-2,-6,2,-1
DNMT1 block,1,-7,-7,2,1,40,-1,-15
Tb MetRS inh,-0.2,0.0,-2.1,-1.4,-0.1,0.1,-0.1,0.1
LMPTP inh,-0.2,6.2,-0.9,5.6,1.8,32,-1.5,-0.5
bovine MsrA act,-2,-2,-9,-9,-1,-1,-4,-2
MsrA inhibitor,2.7,-0.6,-0.3,·,-0.3,2.3,1.1,3.6
CendR NRP1 mod,1,-5,-1,4,-1,3,-10,3
Scp1 inh,-6,14,5,-2,-2,99*,-22,-2

41) Cc1cc(C)cc(Nc2nc(-c3ccc(S(=O)(=O)N4CCCC4)cc3)cs2)c1
42) Cc1cccc(N2CCN(C(=O)CNC(=O)c3cccc([N+](=O)[O-])c3)CC2)c1C
43) CN(C)C(=O)c1cc(C(=O)c2ccccc2Br)c[nH]1
44) COC(=O)Oc1ccc(/C=N/NS(=O)(=O)c2ccccc2)cc1OC
45) CCCSc1nnc(NC(=O)CCc2ccccc2)s1
46) CN(C)S(=O)(=O)c1cccc(C(=O)NCCNC(=O)c2cccc(S(=O)(=O)N(C)C)c2)c1
47) CCCn1c(=O)[nH]c(=O)c2c1nc(-c1ccc(OC(F)F)cc1)n2CCN1CCOCC1
assay / entry,41,42,43,44,45,46,47
STEP inh,-2,0,-2,-2,-2,0,-1
SUMO1 PPI mod,0,-32,-1,-1,-1,-1,-3
E coli Lon inh,4,-3,-3,3,10,1,-4
DNMT1 block,97*,0,12,5,2,4,-2
Tb MetRS inh,-0.9,-0.2,-0.8,1.2,-0.6,-0.3,-0.6
LMPTP inh,4.2,2.5,-0.9,-1.0,-1.1,-1.0,-1.8
bovine MsrA act,-6,-2,-4,-1,-6,0,-1
MsrA inhibitor,0.1,0.9,1.5,1.4,-0.6,0.4,0.1
CendR NRP1 mod,0,-4,3,0,-7,-1,6
Scp1 inh,-4,-5,-4,0,0,-7,-7
